KLK5 inh: blocks human kallikrein 5 protease activity. inhibition, % at 5 µM. actives 0.59% (n = 210,000). recombinant hK5, fluorogenic AMC substrate cleavage. AID 873;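 active = inhibition of 40% or more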;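 note: 0% = enzyme controls without compound and 100% = no-enzyme blanks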
Target sequence (Q9Y337 67-293 limits assumed): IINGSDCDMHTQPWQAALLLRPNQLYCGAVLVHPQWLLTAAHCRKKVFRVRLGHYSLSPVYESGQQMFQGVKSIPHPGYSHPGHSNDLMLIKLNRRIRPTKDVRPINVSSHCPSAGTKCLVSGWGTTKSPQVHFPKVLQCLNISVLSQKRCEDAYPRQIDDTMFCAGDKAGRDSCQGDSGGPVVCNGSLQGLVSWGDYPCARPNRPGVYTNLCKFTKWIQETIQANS
Rad51 HR inh: blocks human Rad51 in homologous recombination; Q06609; hRad51 DNA strand exchange, fluorescence dequenching; inhibition, % at 10 µM; actives 0.085% (n = 200,000); AID 1385;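 active = inhibition above 40% at the single screening dose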;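 note: 0% = DMSO control wells and 100% = blanks with heterologous ssDNA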
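Assay system: Human Rad51 nucleoprotein filaments preassembled on unlabelled ssDNA | Reagent: Donor/quencher-labelled 47-bp dsDNA substrate | Doses: One concentration, 10 µM final | Times: 37 °C 15-min filament assembly, 30-min compound preincubation, 15-min exchange | Technique: Fluorescein emission 520 nm, excitation 485 nm | Benchmarks: Plate control and blank wells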
FXIIa inh: inhibitors of human coagulation factor XIIa; purified FXIIa, Boc-QGR-AMC fluorogenic substrate, 2 h; actives 0.3% (n = 220,000); inhibition, % at 5 µM; in the data active = inhibition above about 40%;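 note: 0% = enzyme with no compound and 100% = blank without enzyme; many of its hits are not listed in these tables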
PERK inh: blocks human PERK kinase; Q9NZJ5; CHO PERK-DD fusion, SEAP luminescence translation reporter; inhibition, % at 5.6 µM; actives 0.17% (n = 220,000); AID 1416;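 active = inhibition above the mean inhibition of all tested compounds plus 3 SD, set separately per screening campaign, cut at about 2.9% in these data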;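 note: PERK kinase domain activated by AP20187 dimerizer at 100 nM; 0% = DMSO with dimerizer and 100% = rapamycin at 8.4 µM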
Thrombin inh: blocks human thrombin protease activity. P00734. actives 0.26% (n = 220,000). alpha-thrombin, Boc-VPR-AMC fluorogenic substrate cleavage. inhibition, % at 5 µM. AID 1046;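 active = inhibition at or above 40%; inactive = inhibition below 40%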;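 note: 0% = enzyme with no compound and 100% = wells without enzyme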
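Material: human alpha-thrombin protein. Incubation: reaction at ambient temperature. Technique: fluorescence of released AMC, ex 355 nm, em 460 nm. Control set: no-compound enzyme wells and no-enzyme blanks. Also added: Boc-VPR-AMC substrate, 15 µM final. Buffer or medium: pH 7.5 Tris (50 mM) with NaCl 150 mM, Tween 20 0.05%.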
FXIa inh 1536: factor XIa (human) inhibition; purified FXIa, Boc-Glu-Ala-Arg-AMC fluorogenic substrate; AID 798; actives 0.14% (n = 220,000); inhibition, % at 5 µM; P03951;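 active = inhibition of at least 40%; inactive = inhibition below 40%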;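 note: fluorescence of freed AMC excited at 355 nm; 0% = enzyme without compound and 100% = no enzyme blank; many of its hits are not listed in these tables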
Calpain2 inh: calpain II (pig) inhibition | actives 0.37% (n = 220,000) | inhibition, % at 16 µM | purified calpain II, fluorogenic peptide substrate, 30 min;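 active = inhibition above about 50%, limit read from the data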
Furin inhibitor: inhibitors of human furin; actives 0.061% (n = 220,000); inhibition, % at 30 µM; AID 463115; purified furin, fluorogenic substrate cleavage; in the data active = inhibition above about 25%; note: inactives centre near -15
Target sequence (P09958 108-714 limits assumed): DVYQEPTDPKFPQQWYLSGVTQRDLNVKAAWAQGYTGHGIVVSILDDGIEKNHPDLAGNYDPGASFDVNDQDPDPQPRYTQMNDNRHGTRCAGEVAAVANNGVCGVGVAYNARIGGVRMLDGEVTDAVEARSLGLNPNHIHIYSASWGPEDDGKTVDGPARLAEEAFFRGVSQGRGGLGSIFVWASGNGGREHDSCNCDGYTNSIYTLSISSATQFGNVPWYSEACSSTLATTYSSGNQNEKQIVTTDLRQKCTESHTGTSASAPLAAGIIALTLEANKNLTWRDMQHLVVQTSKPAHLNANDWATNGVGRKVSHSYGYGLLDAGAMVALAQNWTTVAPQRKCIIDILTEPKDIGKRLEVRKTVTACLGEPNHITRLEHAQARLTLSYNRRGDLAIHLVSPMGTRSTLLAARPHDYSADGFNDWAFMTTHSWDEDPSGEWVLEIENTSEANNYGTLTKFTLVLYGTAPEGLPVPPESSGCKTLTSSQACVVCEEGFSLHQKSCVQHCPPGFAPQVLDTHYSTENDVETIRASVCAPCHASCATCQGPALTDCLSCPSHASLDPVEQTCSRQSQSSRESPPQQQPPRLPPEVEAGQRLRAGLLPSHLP
KCC2 mod: modulates chloride dependent transport by human KCC2; KCC2 cells, thallium flux FluoZin-2 fluorescence; B-score of Tl+ flux slope (higher = more flux/activation; lower = inhibition) at 10 µM; actives 2.2% (n = 190,000); AID 1456;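 active = thallium flux slope and its plate-corrected score both differing from the plate sample mean at a set confidence after two filtering rounds, in either direction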;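 note: slope of fluorescence scaled to starting intensity during 10 to 20 s after thallium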
* marks the source's active call; other numbers are inactive results; i = inactive; . = no result given; [ ] = remark or other dose. An excerpt; the hit share may differ from the screen's.

canonical_smiles	KLK5 inh	Rad51 HR inh	FXIIa inh	PERK inh	Thrombin inh	FXIa inh 1536	Calpain2 inh	Furin inhibitor	KCC2 mod
Cc1cc(C)n(-c2ccccc2[N+](=O)[O-])n1	10	.	3	1.4	-5	-4	-22	-4	-0.21
Cc1onc(-c2ccccc2Cl)c1C(=O)N1CCN(C/C=C/c2ccccc2)CC1	3	6	11	-0.5	2	2	-42	-21	-2.4
CC(C)(C)c1ccc(C(=O)Cn2nc(C(=O)O)c3ccccc3c2=O)cc1	44*	-11	12	-1.4	29	30	10	-11	-0.92
COc1ccc(C(=O)/C=C/c2ccc(OC)c(COc3ccc(F)cc3)c2)cc1	4	-3	10	1.8	2	1	8	3	.
CC1=C(C(=O)OCc2ccccc2)C(c2ccoc2)C(C#N)=C(N)O1 (stereo not drawn)	1	3	-12	-0.6	-10	-9	0	-7[20 µM]	-0.23
COc1ccccc1CC(=O)N1CCN(c2cccc(C(F)(F)F)c2)CC1	1	6	4	0.2	-1	-4	-3	-7	-1.5
O=c1c2ccccc2nnn1COc1ccc(Cl)cc1Br	-1	-12	7	-0.7	1	7	-10	-23	-1.8
Nc1ccc2nc3c(=O)n(CCc4ccccc4)c(=O)[nH]c3nc2c1	0	i	-1	-0.4	-6	-3	-7	-2	i
COc1ccc(C)cc1NC(=O)CN1CCN(CC(=O)Nc2ccccc2F)CC1	-23	.	15	0.3	0	-5	-40	-17	.
CC(=O)C1=C(C)NC(SCSc2ccccc2)=C(C#N)C1c1cccnc1 (stereo not drawn)	3	8	-13	-0.3	-3	-19	-20	-20[20 µM]	-1.8
CCOC(=O)C1CCCN(CC(=O)Nc2c(C(=O)OC)[nH]c3ccc(C)cc23)C1 (stereo not drawn)	-36	17	12	-0.7	-3	1	-126	-22	.
CO/N=C1\CCCc2c(C(=O)NN)sc(SC)c21	5	17	10	1.6	2	4	-5	-28	0.53

Next part.
canonical_smiles	KLK5 inh	Rad51 HR inh	FXIIa inh	PERK inh	Thrombin inh	FXIa inh 1536	Calpain2 inh	Furin inhibitor	KCC2 mod
CCSc1nnc2n1C(C)(C)Cc1ccccc1-2	-5	.	-2	-0.3	-4	-4	29	-17[20 µM]	-0.34
COC(=O)C(C)Sc1ncnc2c1nnn2-c1ccc(F)cc1 (stereo not drawn)	-14	9	-2	1.3	1	1	-4	-18	.
CC(=O)c1c(C)[nH]c(C(=O)Nc2cccc(S(=O)(=O)N3CCOCC3)c2)c1C	-8	0	6	0.1	-12	-2	-28	-12	-0.53
Cc1ccc(Nc2nc(NCC3CCCO3)nc(N)c2[N+](=O)[O-])cc1C (stereo not drawn)	0	6	4	0.8	2	9	-4	-17	-0.31
Cn1c(N)c(N=O)c(=O)n(C)c1=O	0	.	6	0.9	-9	1	-17	6	0.94
C/C(=N\NC(=O)c1cccc(C)c1)c1ccc(N2CCOCC2)cc1	-10	.	14	-0.6	-7	-6	0	-9[20 µM]	-0.75
Cc1ccc(N/C(N)=N/c2nc(C)cc(C)n2)cc1	-17	21	5	-0.6	-7	-11	-10	-24	0.77
CCCC(=O)Nc1nnc(CC(=O)OCC)s1	3	2	8	1.2	-3	8	-14	-1[20 µM]	1.4
COc1ccc(C(=O)NCCc2cc3c(OC)ccc(OC)c3[nH]c2=O)cc1OC	-14	7	0	-0.6	1	4	-50	-9	-1.8
CC(C)C(NC(=O)C12CC3CC(CC(C3)C1)C2)C(=O)O (stereo not drawn)	-8	2	7	-0.4	-3	-1	-32	-3	-0.97
CC1CN(C(=S)NC(=O)c2cccc([N+](=O)[O-])c2)CC(C)O1 (stereo not drawn)	-25	.	0	0.5	12	-13	22	2[20 µM]	2.8
Cc1ccc(C(=O)Oc2ccc([N+](=O)[O-])cc2)cc1S(=O)(=O)N1CCCCCC1	2	.	12	0.5	1	8	21	-7	-0.93

Remaining list, next part
canonical_smiles	KLK5 inh	Rad51 HR inh	FXIIa inh	PERK inh	Thrombin inh	FXIa inh 1536	Calpain2 inh	Furin inhibitor	KCC2 mod
Cc1cccc(C)c1NC1=C(Cl)C(=O)OC1OC(=O)c1ccccc1 (stereo not drawn)	-13	-6	5	-0.6	-8	-5	10	-22	-0.91
CSc1nsc(SCC(=O)Nc2ccc(C(C)=O)cc2)n1	-14	-6	15	0.1	1	3	7	-19[20 µM]	-0.013
Cc1ccc(N(CCC#N)C(=O)CSc2ccc3c(c2)OCCO3)cc1	-7	9	0	0.9	-1	-1	3	-8[20 µM]	0.019
CCOC(=O)c1ccc(NC(=O)CS(=O)(=O)c2cn(CC)c3ccccc23)cc1	12	1	5	-0.5	-6	-5	5	-18	.
CCCOc1ccc(C(=O)O)cc1	-2	15	2	2.6	-3	-3	4	-21	1.1
CNC(=O)NC1CCCCc2sccc21 (stereo not drawn)	-12	-2	11	0.1	-14	-5	-10	-18	0.38
Cc1ccc(C)c(N2CCN(C(=O)c3ccc(Cn4c(=O)[nH]c5ccccc5c4=O)cc3)CC2)c1	-5	9	10	-1.6	4	3	-113	-15	.
CCOC(=O)CN1CC23C=CC(O2)C(C(=O)NCc2ccc(C)cc2)C3C1=O (stereo not drawn)	-9	6	10	0.6	-5	2	1	-9	1.7
Cn1c(=O)oc2cc(S(=O)(=O)N3CCN(C(=O)c4ccco4)CC3)ccc21	.	-2	.	1.5	.	.	.	-26[20 µM]	-0.74
O=C(c1cccc2ccccc12)C1CCCN(C(=O)C2CCOCC2)C1 (stereo not drawn)	-1	.	5	-0.8	-9	-1	1	1	-2.2
O=C(Cc1ccc(Cl)cc1)NNC(=O)Nc1cccc2ccccc12	-23	-5	14	-0.8	4	1	-8	-16[20 µM]	0.65
Oc1ccc(Br)cc1C=Nc1ccc2c3c(cccc13)CC2	-13	-21	-3	-0.1	-11	-5	-337	-5	0.53

Continuation:
canonical_smiles	KLK5 inh	Rad51 HR inh	FXIIa inh	PERK inh	Thrombin inh	FXIa inh 1536	Calpain2 inh	Furin inhibitor	KCC2 mod
O=C(CSc1ccccc1C(=O)O)c1ccc([N+](=O)[O-])cc1	4	.	2	1.5	-4	-3	6	-30	1
O=[N+]([O-])c1cc(S(=O)(=O)NCCCN2CCOCC2)ccc1Cl	-18	-1	6	0.2	-13	4	7	-16	0.59
CCN(CC)c1ccc(/C=N/N2CCN(Cc3ccccc3Cl)CC2)c(O)c1	5	-3	12	0.0	-1	-5	37	-5	0.45
N#C/C(=C\c1cn(-c2ccccc2)nc1-c1ccccc1)S(=O)(=O)c1ccccc1	-3	-12	5	1.2	-9	-2	-96	-18	-0.59
COc1ccccc1NC(=O)CCn1c(=O)sc2ccccc21	-8	1	15	0.4	1	8	-17	-20[20 µM]	1.3
CCCn1c(SC/C(O)=C(\C#N)c2nc3ccccc3[nH]2)n[nH]c1=O	-15	-26	5	0.5	-5	-2	-29	-5	-0.022
CCC(C)(C(=O)NC1CCCC1)N(Cc1cccs1)C(=O)c1ccccn1 (stereo not drawn)	3	5	7	0.0	2	-4	8	-20	-0.29
CSCCC(NS(=O)(=O)c1ccccc1F)C(=O)OCc1ccccc1Cl (stereo not drawn)	-14	-6	5	-0.5	0	-4	22	2	-1.3
COc1ccc(C(C(=O)OCCN(C)C)c2ccccc2)cc1 (stereo not drawn)	-9	13	19	1.3	2	9	-42	-29	0.19
COC(=O)CC/C(C)=N\Nc1ccc([N+](=O)[O-])cc1[N+](=O)[O-]	2	-10	10	0.6	-2	0	-33	-23[20 µM]	1.3
CCOC(=O)c1cnc2ccc(F)cc2c1Nc1ccc2c(c1)OCCO2	-3	1	4	0.0	-16	-1	9	-16	0.82
COc1cccc(Cn2c(NCC(C)C)nc3c2c(=O)n(C)c(=O)n3C)c1	7	-1	-1	-1.3	-6	-4	4	-16[20 µM]	-0.7

The results go on.
canonical_smiles	KLK5 inh	Rad51 HR inh	FXIIa inh	PERK inh	Thrombin inh	FXIa inh 1536	Calpain2 inh	Furin inhibitor	KCC2 mod
O=C(COc1ccc(/C=N/NC(=O)c2cc3ccccc3o2)cc1Cl)Nc1ccccc1	-455	-1	19	-0.3	-2	24	i	-6[20 µM]	-0.25
Cc1noc(C)c1-c1nc(CS(=O)(=O)c2ccc(Cl)cc2)no1	-2	.	0	-0.1	-6	-2	3	-9	0.27
Cc1cc(=O)oc2cc(OCC(=O)OCC(=O)Nc3ccccc3C(C)C)ccc12	-9	1	11	1.3	-1	3	-106	-33	-1.1
CC(=O)c1cccc(NC(=O)N2CCCC2C(=O)NCc2ccc3c(c2)OCO3)c1 (stereo not drawn)	0	6	6	0.1	-3	-2	-27	-30	.
O=C(O)C1CCN(c2nc(-c3ccccc3)nc3c2oc2ccccc23)CC1	-7	3	16	-0.9	-2	4	-23	-31	-2.8*
COc1ccc(-c2nc(-c3cccnc3)no2)cc1OC	-6	2	4	0.6	-7	-9	6	-25	0.026
CCCCCCn1c(Br)nc2c1c(=O)n(C)c(=O)n2C	-3	1	0	0.6	-6	-3	7	-14	.
CCN(CC)C(=O)CCSc1nnc(-c2ccco2)o1	6	.	8	0.1	3	0	5	-17	-0.055
Cc1ccc(/C=N/N2CCN(C3c4ccccc4-c4ccccc43)CC2)o1	1	.	5	-0.5	-6	2	-3	-4	0.44
COC(=O)c1nc(NC(=O)C(C)(C)C)n[nH]1	2	2	11	1.2	56*	-26	-3	-15[20 µM]	-1.1
Cc1ccc(-c2cc(C(=O)NCc3ccccn3)c3ccccc3n2)cc1C	-41	-1	-8	-0.4	-7	-6	i	-12[20 µM]	-0.089
CN(C)S(=O)(=O)c1ccc(C(=O)OCC(=O)NC(=O)NCc2ccccc2)cc1	-20	-10	-11	1.4	-11	-18	37	-26	0.96

Remaining list, next part.
canonical_smiles	KLK5 inh	Rad51 HR inh	FXIIa inh	PERK inh	Thrombin inh	FXIa inh 1536	Calpain2 inh	Furin inhibitor	KCC2 mod
CN(C)c1cccc2c(S(=O)(=O)NCc3ccc(S(N)(=O)=O)cc3)cccc12	-4	4	6	-1.1	-3	1	-34	-10	.
CCc1ccc(-n2c(=O)c3c(C)c(C)sc3n(CC(=O)NCC3CCCO3)c2=O)cc1 (stereo not drawn)	7	5	8	-0.2	-12	-2	-18	-32	-0.59
c1nc(NCC2CCCO2)c2[nH]cnc2n1 (stereo not drawn)	.	-3	.	0.3	.	.	.	-28[20 µM]	0.43
COc1ccc(-c2c3c(=O)n(C)c(=O)n(C)c3cn2Cc2ccccn2)cc1	-12	5	24	-0.2	3	3	-25	-24	.
Cc1noc(C)c1CSc1nc2[nH]ncc2c(=O)n1-c1ccccc1	3	-1	3	-1.5	3	8	13	-21[20 µM]	0.63
CC1CCCCC1NC(=S)Nc1ccc(SC(F)F)cc1 (stereo not drawn)	7	-1	-2	-0.1	-1	-5	44	-21[20 µM]	-1.3
COc1ccc(CCNC(=O)Cn2c(=O)n(CC3CCCO3)c(=O)c3ccccc32)cc1OC (stereo not drawn)	-9	-2	-8	0.3	-12	-2	-9	-23	-0.97
COCCN1Cc2cccc(C(=O)Nc3ccc(C)cc3)c2C1=O	.	.	7	0.4	-5	-1	26	-9	-2.9
Nc1nc(Nc2ccc(Cl)cc2)n[nH]1	-3	.	19	1.0	5	-4	3	-19[20 µM]	0.041
COCCCn1c(SCC(=O)Nc2cccc(C)n2)nnc1-c1ccco1	-9	7	7	-0.4	-2	-3	-26	-15[20 µM]	0.2
COc1cc(/C=N/Nc2ccccc2C(F)(F)F)ccc1O	15	.	14	0.6	3	3	7	0	.

Bioassay records: PubChem, several laboratories
